# High-throughput results (PubChem)
# RPL19A TOR yeast – modulators of TOR pathway RPL19A-GFP in S. cerevisiae; S. cerevisiae RPL19A-GFP strain, flow cytometry, 3 h; hits give low values; 330,000 tested, 0.3% active; percent response vs DMSO, % at 10 µM;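 active means percent response vs DMSO below 50%; inconclusive means fewer than 70 events counted for the yeast strain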;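 further: median channel GFP fluorescence of the barcoded RPL19A-GFP strain; ratio of sample median GFP to plate DMSO average so 100% = DMSO; lower means less RPL19A-GFP as with rapamycin TOR inhibition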
# VLA-4 inh – inhibition in a human VLA-4 binding assay. 330,000 tested, 0.2% active. P13612. inhibition, % (about 7 µM as worked out from the volumes in the protocol). AID 2557. VLA-4 expressing cells, ligand binding flow cytometry; in the data active means inhibition above about 50%
# GRK2 inh – inhibitors of human GRK2 displacing RNA aptamer | bead flow cytometry, FAM-aptamer displacement from GRK2 | inhibition of aptamer binding, % at 10 µM | 330,000 tested, 0.59% active | AID 488847;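 active means inhibition of aptamer binding above 40%, roughly 3 SD of noise, on plates passing a quality check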;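 further: median bead fluorescence of bound FAM aptamer so fluorescent compounds give negative values; no value below 0 was filed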
# Target sequence (P25098 whole entry, looked up): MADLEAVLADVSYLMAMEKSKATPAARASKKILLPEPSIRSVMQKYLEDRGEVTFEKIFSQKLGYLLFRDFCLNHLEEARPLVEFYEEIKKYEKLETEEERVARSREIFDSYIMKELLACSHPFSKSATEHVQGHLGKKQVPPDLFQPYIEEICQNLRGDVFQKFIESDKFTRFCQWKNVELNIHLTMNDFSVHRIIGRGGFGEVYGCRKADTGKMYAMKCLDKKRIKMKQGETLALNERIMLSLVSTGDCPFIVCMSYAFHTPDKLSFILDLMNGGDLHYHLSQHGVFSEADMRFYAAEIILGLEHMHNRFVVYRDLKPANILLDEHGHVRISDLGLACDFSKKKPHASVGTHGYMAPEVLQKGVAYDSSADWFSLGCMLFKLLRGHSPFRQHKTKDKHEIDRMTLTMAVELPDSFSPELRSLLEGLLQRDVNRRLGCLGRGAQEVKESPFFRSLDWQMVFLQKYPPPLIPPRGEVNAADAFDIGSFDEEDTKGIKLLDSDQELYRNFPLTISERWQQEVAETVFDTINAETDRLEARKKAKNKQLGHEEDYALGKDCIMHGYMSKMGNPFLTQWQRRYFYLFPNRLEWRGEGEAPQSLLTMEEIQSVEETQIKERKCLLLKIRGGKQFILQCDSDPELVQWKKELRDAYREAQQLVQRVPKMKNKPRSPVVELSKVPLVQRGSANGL
# CR mimetic SO – caloric restriction mimetics inhibiting age-related superoxide in yeast; S. cerevisiae aged cells, superoxide DHE fluorescence; hits give low values; superoxide response (% of plate mean), % at 10 µM; 330,000 tested, 0.18% active; AID 2690;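 active means superoxide response under a set limit, about three screen SD below normal, cut at about 65% in these data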;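 further: yeast aged for seven days with compound at 30 °C before DHE staining; 100% = average MFI of all compound-treated wells on the plate with controls excluded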
# LAP4-GFP MLPCN – yeast TOR pathway LAP4-GFP modulation; AID 2023; GFP response vs DMSO, % at 10 µM; 320,000 tested, 0.34% active; S. cerevisiae LAP4-GFP multiplex, flow cytometry GFP, 3 h; median GFP as percent of DMSO wells;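 active means GFP response vs DMSO above a set limit, about the screen mean plus 3 SD, cut at about 150% in these data; inconclusive means under 70 cell events counted for the yeast strain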
# CIT2-GFP yeast – yeast TOR pathway CIT2-GFP modulation | S. cerevisiae CIT2-GFP strain, flow cytometry, 3 h; 100 means same as DMSO wells | 320,000 tested, 0.065% active | AID 2029 | GFP response vs DMSO, % at 10 µM;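 active means GFP response relative to DMSO above a set limit, near the screen mean plus 3 SD, cut at about 150% in these data; inconclusive means Fewer than 70 cells measured for a yeast strain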;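 further: ratio of well median GFP fluorescence to mean of DMSO wells on the plate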
# MEP2-GFP yeast – modulators of TOR pathway MEP2-GFP in S. cerevisiae; GFP response vs DMSO, % at 10 µM; S. cerevisiae MEP2-GFP strain, flow cytometry GFP, 3 h; 100% = DMSO control level; AID 2016; 330,000 tested, 0.51% active;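 active means GFP response versus DMSO above a set limit, roughly screen mean plus 3 SD, cut at about 180% in these data; inconclusive means fewer than 70 cells counted for a yeast strain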;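 further: median GFP fluorescence of the barcode-gated MEP2-GFP cells per well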
# AGP1-GFP MLPCN – yeast TOR pathway AGP1-GFP modulation; S. cerevisiae AGP1-GFP multiplex flow cytometry, 3 h; GFP as percent of DMSO wells; GFP response vs DMSO, % at 10 µM; 320,000 tested, 0.02% active;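 active means GFP response relative to DMSO above a set limit, near screen average plus 3 SD, cut at about 150% in these data; inconclusive means fewer than 70 cells counted for the yeast strain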;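 further: median GFP channel fluorescence of the gated AGP1 strain per well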
# * marks the source's active call; other numbers are inactive results; i = inactive; ? = inconclusive; . = no result given; [ ] = another dose, or the depositor's remark. Compounds as they come. Share with any hit: about 1.7%.
SMILES,RPL19A TOR yeast,VLA-4 inh,GRK2 inh,CR mimetic SO,LAP4-GFP MLPCN,CIT2-GFP yeast,MEP2-GFP yeast,AGP1-GFP MLPCN
COc1ccccc1CCC(=O)Nc1cccc(S(=O)(=O)N2CCOCC2)c1,97,10,0,108,109,95,103,101
C=CCN(c1ccccc1)S(=O)(=O)c1cccc(C(=O)NNC(=O)c2ccccc2O)c1,101,-4,3,106,106,94,104,105
Cc1cc(C)nc(Nc2ccccc2F)n1,104,5,2,101,98,101,106,96
O=C(NCC(=O)N1CCc2ccccc2C1)c1ccc(Cl)cc1Cl,98,-3,5,108,96,100,98,95
O=C(NCc1ccco1)C1(c2ccc(Cl)cc2)CCCC1,89,6,3,123,100,92,94,97
COc1ccc(NC(=O)CSCC(=O)Oc2c(OC)cccc2OC)cc1,102,2,0,94,113,100,103,100
COc1cc(NS(=O)(=O)c2ccc(NC(=O)COc3ccc(C)cc3C)cc2)nc(OC)n1,96,6,2,120,95,91,101,.
O=c1c2c(nc3n1CCS3)c1cc(F)ccc1n2Cc1cc(=O)n2cc(Cl)ccc2n1,93,-6,0,117,103,101,96,97
CCOc1ccc(OCCSc2nc(N)cc(=O)[nH]2)cc1,93,8,0,90,102,98,93,101
COc1ccc(Nc2nc(Cl)c(C=O)s2)cc1,101,-51,2,94,123,97,98,104
Cc1ccc(S(=O)(=O)N2CCN(CC(O)CN3CCOCC3)CC2)cc1 (stereo unspecified),102,1,0,86,97,100,101,101
COc1ccc2c(c1O)-c1ccccc1CCN(C)C2,96,4,1,98,95,93,94,102

# The final three records of the section before lead into the next.
SMILES,RPL19A TOR yeast,VLA-4 inh,GRK2 inh,CR mimetic SO,LAP4-GFP MLPCN,CIT2-GFP yeast,MEP2-GFP yeast,AGP1-GFP MLPCN
COc1ccc(Nc2nc(Cl)c(C=O)s2)cc1,101,-51,2,94,123,97,98,104
Cc1ccc(S(=O)(=O)N2CCN(CC(O)CN3CCOCC3)CC2)cc1 (stereo unspecified),102,1,0,86,97,100,101,101
COc1ccc2c(c1O)-c1ccccc1CCN(C)C2,96,4,1,98,95,93,94,102
Cc1ccc2nsnc2c1S(=O)(=O)NCc1ccc2c(c1)OCO2,99,-5,1,114,98,100,98,99
CCOc1cc(/C=N\NC(=O)c2ccc(NC(=O)C(C)(C)C)cc2)ccc1OC(=O)c1ccc(C)cc1,101,1,0,115,89,99,101,104
Cc1ccc(N=Cc2c(O)n(-c3ccc4c(c3)OCO4)c(=O)c3ccccc23)cc1,104,0,0,93,108,106,107,107
CCOc1ccc(CN(C)c2ccc(S(=O)(=O)N3CCN(C)CC3)cc2[N+](=O)[O-])cc1OC,92,12,0,102,90,89,101,90
COc1ccccc1CC(=O)NC1CCCc2ccccc21 (stereo unspecified),103,14,1,93,90,102,101,101
Cc1cc(N2CCN(Cc3cn(C)nc3-c3ccccc3F)CC2)cc(C)n1,101,16,4,90,99,106,99,102
O=C(C1CCN(S(=O)(=O)c2cccc3cccnc23)CC1)N1CCN(Cc2ccccc2)CC1,107,-7,23,100,95,112,107,105
CN(C)CCCn1c(=O)n(CCc2ccccc2)c(=O)c2c3c(sc21)CCCCC3,100,5,0,96,111,98,95,102
COc1ccc(CC(=O)Nc2ccc(C)cc2O)cc1S(=O)(=O)N1CCOCC1,99,-51,0,92,100,105,100,105
O=C(Nc1ccc(Br)cc1F)c1ccc2c(c1)OCCO2,92,12,0,103,108,107,92,88
CC(=O)N1CCOc2ccc(S(=O)(=O)NCCc3ccccc3)cc21,98,36,1,113,89,97,96,98
C=CCn1c(SCC(=O)Nc2sccc2C(N)=O)nc2ccccc2c1=O,103,3,1,102,107,101,105,104
CC(=O)c1sc(NS(=O)(=O)c2ccc(C)cc2)nc1-c1ccccc1,99,-1,0,120,91,99,88,97
C/C(=N/NC(=O)CNC(=O)c1cccc(F)c1)c1ccc2c(c1)CCCC2,88,2,3,95,91,90,82,94
O=C(NNc1ccccn1)c1ccc(Cl)nc1,109,-15,1,89,98,111,108,106
CCN(CC)c1ccc(-c2sc(Nc3ccccc3)n[n+]2-c2ccc(F)cc2)cc1,106,i,0,107,123,103,130,92
CCCC(=O)C1=C(O)C(C(=O)OC)C(C)(C)CC1=NCCCCCC(=O)O (stereo unspecified),100,-4,0,98,107,97,101,106
CC(C)N1CCc2c(sc(NC(=O)CCc3ccccc3)c2C(N)=O)C1,101,9,14,88,97,97,101,93
CC(=O)Nc1ccc(NC(=O)c2ccccc2F)cc1,79[may fluoresce violet],0,0,99,99,?,177*,21[may fluoresce violet]
Cc1cccc(CSC2=NCCN2C(=O)c2ccc(S(=O)(=O)N(C)C)cc2)c1,105,6,1,99,92,98,97,102
O=C(CCNS(=O)(=O)c1ccccc1C(F)(F)F)Nc1ccncc1,98,0,2,105,101,98,96,97
COc1ccccc1CCNC(=O)CSc1ccc(-c2ccco2)nn1,101,0,2,100,103,98,97,102
O=C(N1CCOCC1)N1CCC(c2nc(-c3ccc(S(=O)(=O)N4CCOCC4)cc3)no2)CC1,97,1,0,95,94,100,102,103
CCN(CC)S(=O)(=O)c1cc(C)c(C)cc1OCC(=O)NC1CCCC1,101,9,1,104,102,94,105,102
Cc1ccc(C(=O)N/N=C\c2cccn2C)cn1,97,10,0,99,89,82,108,99
CC(C)CNC(=O)COc1ccc2c3c(c(=O)oc2c1)CCC3,96,-5,0,103,102,97,106,98
CN(CCC(=O)Nc1ccc2c(c1)OCO2)Cc1ccccc1,103,2,2,103,102,97,105,104
O=C(NCC(=O)N1CCN(C(c2ccccc2)c2ccccc2)CC1)c1ccccc1F,101,13,0,114,101,94,102,100
CC/C(C)=N/NC(=O)c1[nH]c2ccc(C)cc2c1-c1ccccc1,105,8,12,94,111,118,109,102
CCOC(=O)C1(P(=O)(c2ccc(Cl)cc2)c2ccc(Cl)cc2)CCC1,87,1,0,85,89,87,93,87
O=C(NNC(=S)Nc1cccc(C(F)(F)F)c1)c1ccc(Cl)cc1Cl,100,14,2,101,96,96,106,101
CC(C)Cc1csc(NC(=O)c2ccccc2Cl)c1C(=O)O,105,2,0,84,90,97,108,99
Cc1cc(C)nc(-n2ncc3c2CC(C)CC3=O)n1 (stereo unspecified),99,-8,0,110,109,109,96,114
Cn1c(C(=O)O)c(S(=O)(=O)c2ccc(Cl)cc2)c2ccccc21,104,9,2,102,95,103,108,107
O=C(O)c1csc(-c2cccc(Cl)c2)n1,111,12,1,103,109,109,110,120
COc1ccc(CC(=O)Nc2ccc(S(=O)(=O)N(C)C3CCN(C)CC3)cc2)cc1,98,0,0,98,111,103,101,111
CCn1cc(C(=O)NCc2ccccc2OC)c(=O)c2ccc(C)nc21,93,3,0,101,87,95,97,91
CC(C)(C)C(=O)N1N=C(c2cccc(NS(C)(=O)=O)c2)CC1c1cccs1 (stereo unspecified),112,4,3,99,103,110,116,104
COc1ccc(C2CC(C(F)(F)F)n3nc(C(=O)N(C)Cc4cn(C)nc4C)c(Cl)c3N2)cc1 (stereo unspecified),91,-14,3,112,86,98,97,90
COc1ccc(OC)c(/C=N/NC(=O)CCN2CCN(C(c3ccccc3)c3ccccc3)CC2)c1,96,2,0,89,97,90,93,119
CN(C(=O)c1ccc2c(c1)SC1=NS(=O)(=O)CCN12)C(c1ccccc1)c1ccccc1,103,35,0,106,100,98,104,101
O=C(/C=C/c1cccc(F)c1)Nc1ccc(S(=O)(=O)N2CCOCC2)cc1,92,9,0,94,91,98,93,95
O=C(CSc1ccc(-c2cccs2)nn1)NCCc1ccccc1,97,4,1,102,101,101,103,101
Cc1onc(-c2ccccc2)c1-c1nc2cc(Cl)ccc2c(=O)o1,98,-6,2,91,99,95,95,91
O=C(CCC(=O)OCC(F)(F)C(F)F)NCc1ccccc1,99,17,0,97,103,97,101,102
O=C(Oc1ccccc1C(=O)Oc1ccccc1)c1ccco1,94,6,0,100,96,84,91,88
O=C1c2ccccc2C(=O)c2cc(S(=O)(=O)Nc3ccccc3)ccc21,100,-18,0,123,99,90,98,94
Cc1ccccc1S(=O)(=O)Oc1ccccc1C(=O)Oc1ccccc1,100,12,0,96,99,95,112,94

# 3 entries already listed, arranged by length of the SMILES, highest first:
SMILES,RPL19A TOR yeast,VLA-4 inh,GRK2 inh,CR mimetic SO,LAP4-GFP MLPCN,CIT2-GFP yeast,MEP2-GFP yeast,AGP1-GFP MLPCN
O=C(/C=C/c1cccc(F)c1)Nc1ccc(S(=O)(=O)N2CCOCC2)cc1,92,9,0,94,91,98,93,95
Cc1onc(-c2ccccc2)c1-c1nc2cc(Cl)ccc2c(=O)o1,98,-6,2,91,99,95,95,91
O=C(CSc1ccc(-c2cccs2)nn1)NCCc1ccccc1,97,4,1,102,101,101,103,101

# Next part:
SMILES,RPL19A TOR yeast,VLA-4 inh,GRK2 inh,CR mimetic SO,LAP4-GFP MLPCN,CIT2-GFP yeast,MEP2-GFP yeast,AGP1-GFP MLPCN
Cc1ccc(S(=O)(=O)N2CC=C(c3ccc(F)cc3)CC2)cc1,100,7,3,79,86,83,94,88
O=C(O)CC(CC(=O)O)c1ccsc1,98,18,0,92,104,99,94,102
O=c1cc(-c2ccc(O)cc2)oc2ccccc12,95,9,2,99,101,87,100,93
COc1ccccc1C(=O)n1nc(-c2ccccc2)nc1NCc1ccco1,101,-3,6,96,104,94,102,99
COc1ccccc1OCCNC(=O)c1ccc(C)o1,101,5,0,100,108,94,104,108
S=C1NC(c2ccccc2)N2C(=S)NC(c3ccccc3)N12 (stereo unspecified),98,1,2,91,108,101,97,94
Cc1ccccc1-n1c(=O)cc(NCC2CCCO2)[nH]c1=O (stereo unspecified),92,17,4,132,91,90,94,93
CC(Oc1ccc(Br)cc1)C(=O)NCC(c1cccs1)N1CCOCC1 (stereo unspecified),97,2,0,89,105,94,99,110
O=C(NCc1ccco1)C(c1cccs1)N(C(=O)C1COc2ccccc2O1)c1cccc(O)c1 (stereo unspecified),94,9,0,102,103,103,111,105
CC1CCCN(C(=O)N2c3ccccc3Sc3ccccc32)C1 (stereo unspecified),100,3,1,78,110,106,104,99
CCCn1nnc(NC(=S)NC(=O)CC)n1,96,3,2,96,97,94,103,103
Cc1ccc(CNC(=O)c2ccc(N3CCC4(CC3)CC(c3cccc(Br)c3)=NO4)c([N+](=O)[O-])c2)cc1,103,29,1,105,103,80,102,88
COc1ccc(Cl)cc1NS(=O)(=O)c1cccc(C(=O)NCCCN2CCCC2=O)c1,97,5,2,109,100,102,99,99
CCOC(=O)N1CCN(C(=O)/C=C/c2ccc3c(c2)OCO3)CC1,92,2,5,90,122,105,109,109
CC(CCc1ccccc1)C(=O)NO (stereo unspecified),101,-16,0,81,93,82,93,103
COC(=O)Cc1cc(=O)oc2cc(OC)ccc12,105,2,0,103,116,96,106,106
O=C(Nc1ccc2c(c1)CCC2)c1cc(S(=O)(=O)Nc2ccc(F)cc2)c(Cl)cc1Cl,100,0,0,107,97,98,106,101
Cc1nc(N2CCOCC2)nc(Oc2ccccc2F)c1[N+](=O)[O-],106,-3,0,108,113,113,107,111
O=C(CSc1nnc2scc(-c3ccc(Cl)cc3)n12)NCc1ccco1,97,-3,1,89,103,107,100,101
Cc1nc2nc(SCc3ccccc3)[nH]n2c(=O)c1C,108,-6,1,103,101,103,115,104
COc1cc(NC(=O)N2CCNC2=O)cc(C(=O)Nc2cccc(C(F)(F)F)c2)c1,96,14,1,96,91,98,92,100
CCOc1ccc(/C=C2\SC(=S)N(CC(=O)NCCCN3CCOCC3)C2=O)cc1,109,-6,0,98,115,110,112,113
COc1ccc(CNc2nc(-c3cccnc3)nn2S(C)(=O)=O)cc1,95,3,2,101,102,97,96,101
Cc1noc(C)c1C(=O)N1CCc2ccccc2C1,98,-6,0,100,91,101,95,98
Cc1ccc(NC(=O)CSc2nnc(Cn3c(=O)sc4ccccc43)n2C)cc1Cl,96,-8,0,101,98,102,101,103
